Screening data as filed in PubChem BioAssay.
D1 antagonist – human D1 dopamine receptor antagonism; HEK293 TREx D1 cells, calcium flux, dopamine EC80; active compounds read low; activity change, negative = inhibition, % at 10 µM; hit rate 3.2% among 360,000; in the data active = activity change below about -30%; also: % is scaled to controls: 0 for no effect and ±100 for the full control effect
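Cells carrying a force-coupled, tetracycline-inducible human D1 receptor report calcium flux. Each well gets a 10 s baseline, compound with 180 s monitoring, then an EC80 dopamine stimulus with a second 180 s kinetic read.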
RXFP1 agonist – RXFP1 (human) receptor agonism | hit rate 0.3% among 370,000 | Q9HBX9 | HEK293T-RXFP1 cAMP TR-FRET, 30 min; response scale: percent of porcine relaxin response, buffer zero | Potency, µM (titrated, usually from 57.5 µM), without a hit: at the top dose activation, usual class: activators; also: potency is read from the fitted curve at half-maximal effect; % is scaled to controls: 0 for no effect and ±100 for the full control effect; nearly all actives have a fitted effect of over 60% in size; many of its hits are not listed in these tables
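Agonist response is measured as cAMP accumulation in an RXFP1-transfected HEK293T line under PDE4 inhibition. Values are scaled between buffer-only and 29 nM porcine relaxin, and EC50s come from standard Hill equation fits.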
RXFP1 antagonist – RXFP1 (human) relaxin receptor antagonism; Q9HBX9; hit rate 0.59% among 350,000; activity change, negative = inhibition, % at 57.5 µM; AID 1259400; HEK293-RXFP1, relaxin-stimulated cAMP HTRF, 30 min; active compounds read low;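 active = activity change of -60% or lower, but not beyond a set lower limit; inconclusive = change between -60% and -40%, or beyond the set limit; inactive = change above -40%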; also: % is scaled to controls: 0 for no effect and ±100 for the full control effect
Vif-A3F inh – blocks the Vif interaction with APOBEC3F | HeLa A3F-eYFP + Vif (tagged APOBEC3F with the HIV-1 protein that degrades it), YFP fluorescence increase | Potency, µM (titrated, usually from 46.1 µM), for the others: top-dose activity, negative = active | hit rate 0.2% among 390,000 | AID 602313; also: potency is read from the fitted curve at half-maximal effect; % of control where 0% means no effect; nearly all actives have a fitted effect of over 65% in size
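Fluorescence increase (Ex 488/Em 500-530) after overnight compound treatment at 37 deg C flags inhibition of Vif-driven A3F-eYFP loss in stable HeLa A3F-eYFP/Vif cells seeded overnight beforehand.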
Glioma ERSR ind – inducers of ER stress response in human glioma cells | U87-MG GRP78 promoter luciferase reporter, 16 h | Potency, µM, without a hit: at the top dose activation, actives largely listed as activators | hit rate 0.02% among 420,000 | AID 602332; also: potency is read from the fitted curve at half-maximal effect; series mostly up to about 76 µM; % of control where 0% means no effect; nearly all actives have a fitted effect of over 35% in size
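ERSR induction read as luciferase luminescence (Bright-Glo, 10 min at room temperature) in stably transfected human U87-MG glioma cells exposed to compounds for 16 h, using GRP78 as sensor.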
D1 PAM – potentiators of human D1 dopamine receptor; P21728; HEK293 TREx D1 cells, calcium flux, dopamine EC20 potentiation; potentiation, % at 10 µM; hit rate 0.036% among 360,000; AID 504651; in the data active = potentiation above about 30%; also: 0% is about no effect
D2 PAM – positive allosteric modulators of human D2 dopamine receptor; P14416; potentiation, % at 10 µM; AID 485347; HEK293 T-REx D2, calcium flux, EC20 dopamine potentiation; hit rate 0.34% among 340,000;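 active = potentiation over 3 SD above the plate norm, cut at about 30% in these data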; also: 0% is about no effect
Target sequence (P14416 whole entry, looked up): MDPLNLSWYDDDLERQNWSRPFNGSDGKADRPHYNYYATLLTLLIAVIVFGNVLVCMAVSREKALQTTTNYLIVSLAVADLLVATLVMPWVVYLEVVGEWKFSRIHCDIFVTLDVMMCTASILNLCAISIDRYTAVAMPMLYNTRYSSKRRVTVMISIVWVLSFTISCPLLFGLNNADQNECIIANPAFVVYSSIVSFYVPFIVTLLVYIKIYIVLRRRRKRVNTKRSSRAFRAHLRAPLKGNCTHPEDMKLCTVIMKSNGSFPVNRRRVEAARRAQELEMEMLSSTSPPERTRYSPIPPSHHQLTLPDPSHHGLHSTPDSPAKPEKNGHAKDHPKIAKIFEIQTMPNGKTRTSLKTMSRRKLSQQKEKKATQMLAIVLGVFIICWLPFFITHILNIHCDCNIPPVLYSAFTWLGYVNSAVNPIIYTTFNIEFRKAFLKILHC
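Using a no-wash calcium dye in inducible, force-coupled HEK293 Trex cells expressing D2, we tracked fluorescence each second for 180 s after compound, then for 180 s after EC20 dopamine to detect augmented signalling.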
Vif-APOBEC3G blk – Vif-A3G binding inhibition; Q9HC16; HeLa A3G-eYFP + Vif (tagged APOBEC3G with the HIV-1 protein that degrades it), YFP fluorescence, overnight; AID 602310; Potency, µM (doses to about 46.1 µM), for the others: at the top dose activity, negative = active, actives largely listed as inhibitors; hit rate 0.076% among 410,000;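 also: potency is read from the fitted curve at half-maximal effect; % is scaled to controls: 0 for no effect and ±100 for the full control effect; nearly all actives have a fitted effect of over 60% in size; hits raise eYFP signal because A3G escapes Vif-driven loss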
Target sequence (Q9HC16 whole entry, looked up): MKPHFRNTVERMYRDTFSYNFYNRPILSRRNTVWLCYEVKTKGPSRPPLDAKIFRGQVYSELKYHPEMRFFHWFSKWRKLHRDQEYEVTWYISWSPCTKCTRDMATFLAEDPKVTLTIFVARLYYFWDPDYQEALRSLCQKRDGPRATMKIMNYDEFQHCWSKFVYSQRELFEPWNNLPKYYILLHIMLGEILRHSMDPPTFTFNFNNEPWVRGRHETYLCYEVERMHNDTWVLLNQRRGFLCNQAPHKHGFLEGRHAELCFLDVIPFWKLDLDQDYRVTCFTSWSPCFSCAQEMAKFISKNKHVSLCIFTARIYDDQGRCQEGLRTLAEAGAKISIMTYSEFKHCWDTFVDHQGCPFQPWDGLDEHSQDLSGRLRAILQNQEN
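Read-out is eYFP fluorescence (Ex 488/Em 500-530) from Vif-expressing HeLa A3G-eYFP cells; more signal means A3G escaped Vif-mediated degradation. Cells plated overnight, compound pinned in, incubated overnight at 37 deg C.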
D1 agonist – human D1 receptor agonism; HEK293 T-REx D1 cells, calcium flux, agonist mode; hit rate 1% among 360,000; AID 504660; activation, % at 2 µM; in the data active = activation above about 30%; also: 0% is about no effect
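Agonism was scored from calcium flux recorded over 180 s (1 read/s) after pintool compound addition, following a 10-cycle baseline. Cells were inducible force-coupled HEK293 TREx D1, plated overnight at 30 C and loaded with no-wash calcium dye.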
Active calls of the source: *; ? = inconclusive; . = not tested or not shown; & = joins results of further samples; ! = a repeat was not active. Unless noted, calls follow the shape of the dose curve; as a rule, active = well fitted curve in the direction sought with a large enough effect; inconclusive = small, poorly fitted or top-dose-only effect, or another doubt; inactive = no such curve, though single readings can be large; an effect the other way counts as inactive or inconclusive.

Start of the data: the first 3 entries, ahead of the listing:
SMILES	D1 antagonist	RXFP1 agonist	RXFP1 antagonist	Vif-A3F inh	Glioma ERSR ind	D1 PAM	D2 PAM	Vif-APOBEC3G blk	D1 agonist
O=C1CCc2cc(NS(=O)(=O)c3ccccc3)cc3c2N1CC3	2	0.3%	35	-2%	3%	1	13	1%	0
O=C(C1=C(O)C(=O)N(CC2CCCO2)C1c1ccccc1[N+](=O)[O-])c1ccco1 (stereo not given)	2	0.7%	-8	-2%	-1%	-2	10	0%	2
COc1cc(C(=O)Nc2cccc(C)n2)ccc1OCC(=O)N1CCOCC1	-2	-1.4%	6	2%	4%	-1	8	2%	0

All compounds of this part (from the top)
SMILES	D1 antagonist	RXFP1 agonist	RXFP1 antagonist	Vif-A3F inh	Glioma ERSR ind	D1 PAM	D2 PAM	Vif-APOBEC3G blk	D1 agonist
O=C1CCc2cc(NS(=O)(=O)c3ccccc3)cc3c2N1CC3	2	0.3%	35	-2%	3%	1	13	1%	0
O=C(C1=C(O)C(=O)N(CC2CCCO2)C1c1ccccc1[N+](=O)[O-])c1ccco1 (stereo not given)	2	0.7%	-8	-2%	-1%	-2	10	0%	2
COc1cc(C(=O)Nc2cccc(C)n2)ccc1OCC(=O)N1CCOCC1	-2	-1.4%	6	2%	4%	-1	8	2%	0
CC(NC(=O)CSC1=NCCS1)c1ccccc1 (stereo not given)	-28	-1.6%	.	-3%	-4%	2	4	0%	0
CCNC(=S)N/N=C(\C)c1ccc2c(c1)OCCO2	12	1.9%	11	1%	11%	-5	6	-1%	0
CCN(Cc1ccccc1)S(=O)(=O)c1c(C(=O)N2CCCC2)c(C)n(C)c1C	6	3.8%	28	-6%	?	-4	-8	3%	3
Cc1ccc(CN2C(=O)c3ccccc3C2C(=O)NCc2cccnc2)cc1 (stereo not given)	3	3.0%	.	-1%	-3%	.	-2	-1%	2
CCCn1c2ccccc2c2nnc(SC(CC)C(=O)Nc3cc(C)on3)nc21 (stereo not given)	1	3.6%	-7	-6%	6%	-6	-8	-4%	0
Cc1ccc(SC2CCN(C(=O)C3CCC(=O)N(C4CC4)C3)CC2)cc1 (stereo not given)	-19	0.5%	4	0%	3%	-3	-1	2%	5
CCOc1ccc(OCCSc2nc3ccccc3[nH]2)cc1	-18	2.0%	-11	-15%	1%	-6	32*	-4%	7
COc1ccc(NC(=O)Cn2nnnc2-c2ccccc2F)c(C)c1	-8	-1.1%	14	0%	-3%	-1	-5	2%	1
CC(C)(C)NNC(=S)Nc1cccc(F)c1	-2	0.6%	-13	?	0%	-3	10	-1%	3
O=C(NCCc1ccco1)C(=O)NCC1CCCN1S(=O)(=O)c1ccccc1 (stereo not given)	12	-1.7%	-7	-9%	-1%	-5	-5	-1%	1
Cc1ccc(C(=O)O/N=C(\N)c2ccc(Br)cc2)cc1C	8	2.0%	-4	-4%	3%	0	-10	-6%	0
CC(C)(C)CC(=O)NCc1cccs1	5	-0.7%	14	-7%	-5%	-2	-3	1%	2
O=C(NCc1cccs1)C1CC(=O)N(Cc2ccccc2)C1 (stereo not given)	.	.	4	-4%	0%	.	.	-2%	.
CC(=O)Nc1ccccc1C(=O)C(=O)Nc1ccc(C(=O)N2CCOCC2)cc1	-11	-1.1%	3	-5%	-2%	-1	11	-2%	3
Cc1nc(C(=O)N2CCc3c([nH]c4ccccc34)C2c2ccccn2)cs1 (stereo not given)	-6	-0.7%	-15	1%	-5%	8	12	1%	2
CCOC(=O)c1[nH]c(C)c(C(=O)NC2CCCCCC2)c1C	15	0.9%	-9	-1%	6%	0	2	-1%	-2
Cc1ccccc1OC1CCN(C(=O)c2cc(COc3ccccc3)on2)CC1	-14	3.1%	-13	3%	0%	2	14	0%	9
O=C(C[n+]1cc[nH]c1)c1ccc(Cl)cc1	1	-0.7%	-1	0%	-5%	-2	7	0%	4
Cc1cc(C)c(NC(=O)C2CCCN(C(=O)c3cnn(-c4ccccc4)c3-n3cccc3)C2)c(C)c1 (stereo not given)	4	0.3%	.	-1%	4%	2	0	6%	3
COc1cc(S(=O)(=O)NCc2ccncc2)c(OC)cc1C	-3	-0.7%	-5	1%	-1%	-1	18	3%	6
COc1ccc(C)cc1NS(=O)(=O)c1ccc2c(c1)CCCN2C(C)=O	-17	0.1%	-3	-2%	-6%	-2	0	1%	5
CCCn1c(=O)c(C(=O)Nc2ccccc2N)c(O)c2ccccc21	.	.	-3	-7%	1%	.	.	0%	.
O=C1CCc2nc3ccccc3c(=O)n2N1	-10	2.5%	-5	-11%	-4%	-2	-10	-5%	2
CC(=O)N1CCOc2ccc(S(=O)(=O)N3CCN(c4cccc(C(F)(F)F)c4)CC3)cc21	24	1.1%	-8	2%	-5%	-6	-8	0%	1
Cc1ccc(-n2nnnc2SCC(=O)NC2CCCc3ccccc32)c(C)c1 (stereo not given)	2	0.9%	3	-2%	0%	-3	-12	-1%	2
Cn1c2ccccc2c(=O)c2c(=O)n(-c3ccccc3)c(-c3ccc(C(C)(C)C)cc3)nc21	35	7.3%	-28	1%	7%	-1	20	1%	13
Clc1ccccc1CN1CCC(Cc2ccccc2)CC1	-2	-0.9%	-35	-18%	-5%	-5	-31	1%	2
C/C(=N\NC(=O)c1cccs1)C(C)(C)C	-13	0.0%	-9	6%	8%	7	-3	0%	3
Cc1ccc(O)c(C(=O)c2cc(C#N)c(=O)n(CC3CCCO3)c2)c1 (stereo not given)	18	0.2%	11	-14%	-2%	5	18	1%	-1
S=C(NC1CC1)NC1CCCc2ccccc21 (stereo not given)	17	1.6%	4	?	-3%	1	5	1%	4
COc1cc(C)ccc1OCCSc1nc2ccc(NC(=O)c3cccs3)cc2s1	-5	2.9%	.	1%	0%	-1	-11	1%	0
COc1ccc(OC)c(S(=O)(=O)N/N=C\c2cn(CC(N)=O)c3ccccc23)c1	-5	0.1%	11	-12%	-5%	-2	8	?	3
CCCN(CCC)C(=O)CSc1nc2n[nH]c(C)c2c(=N)n1-c1ccc(OC)cc1	-11	2.7%	-12	0%	-3%	-1	5	-7%	3
Cc1nc2ccc(S(=O)(=O)N(CC(=O)Nc3ccc(F)cc3F)Cc3ccccc3)cc2s1	-28	0.4%	-16	-2%	-2%	2	3	2%	1
N#Cc1ccc(NC(=O)c2cc(S(=O)(=O)N3CCOCC3)ccc2N2CCCC2)cc1	5	0.5%	-3	10%	-2%	1	0	0%	2
NC1=NC(=O)S/C1=C\c1ccc(F)cc1	-10	2.9%	-17	5%	-1%	-4	1	0%	3
CN1CCN(C(=O)/C=C\c2ccc(Cl)cc2)CC1	-17	-0.8%	5	-14%	-2%	-3	-2	1%	4
CCC(=O)Nc1ccc(Cl)c(NC(=S)NC(=O)COc2ccc(Cl)cc2)c1	-15	7.2%	-29	0%	-3%	-4	4	2%	12
CCOc1ccc(-c2nnc(SCc3nnc(-c4ccccc4)o3)n2-c2ccccc2F)cc1	-19	-0.6%	-1	-1%	0%	-8	-3	-5%	6
COc1ccc(C)cc1NC(=O)COC(=O)C1COc2ccccc2O1 (stereo not given)	.	.	-5	-6%	3%	.	.	-1%	.
COc1ccc(Cl)cc1S(=O)(=O)NC(C)C(=O)NCc1ccccn1 (stereo not given)	-6	-0.7%	-8	4%	-1%	.	8	0%	6
O=C(c1cccc(S(=O)(=O)N2CCOCC2)c1)N1CCCC(C(F)(F)F)C1 (stereo not given)	1	-0.2%	8	6%	-3%	-2	-2	2%	2
Cc1onc(-c2ccccc2)c1C(=O)N=C(N)c1ccc(C(F)(F)F)cc1	0	-0.3%	-18	-7%	-4%	-2	6	-4%	1
CCCc1nc2sc3c(SCC(=O)NCc4ccco4)ncnc3c2c2c1CCC2	22	18%	14	-15%	4%	0	0	?	0
O=C(CN1CCN(c2ccc(O)cc2)CC1)N(C1CC1)C1CCS(=O)(=O)C1 (stereo not given)	-19	0.1%	-1	-20%	-3%	-9	-12	-1%	1
C/C(Cn1ncc(N2CCOCC2)c(Cl)c1=O)=N\O	-6	-3.0%	10	3%	-5%	-3	21	1%	4
Cc1cccc(OCC(=O)Nc2c(C(=O)Nc3ccc(F)cc3)oc3ccccc23)c1	-19	9.9%	.	-1%	1%	-1	-6	-1%	1

Following part.
SMILES	D1 antagonist	RXFP1 agonist	RXFP1 antagonist	Vif-A3F inh	Glioma ERSR ind	D1 PAM	D2 PAM	Vif-APOBEC3G blk	D1 agonist
O=C(CCn1ccc2cc(S(=O)(=O)N3CCCC3)ccc21)NCc1ccccc1F	-31*!	1.2%&1.1%	10&-11	8%&3%	-4%&-4%	-2&-2	9	1%&-7%	5&5
O=C(CNC(=O)c1ccco1)NCCCc1ccccc1	-7	1.9%	8	7%	-4%	-3	-3	0%	2
O=C(CSc1nccn1-c1ncc(C(F)(F)F)cc1Cl)c1ccc(Cl)cc1	-2	-0.1%	0	8%	4%	-1	6	-7%	0
Cc1nn(Cc2ccc(F)cc2Cl)c(C)c1[N+](=O)[O-]	12	0.6%	-2	13%	-1%	7	-4	2%	4
Cc1nn(-c2ccccc2)c2c1C(c1cccnc1)N1C=C(S(=O)(=O)N3CCCCC3)C=CC1=N2 (stereo not given)	5	1.5%	6	-7%	-1%	-5	-3	-1%	1
CCCn1c(=O)c2sccc2n2c(CCCC(=O)N3CCN(c4cccc(Cl)c4)CC3)nnc12	6	20%	-11	-2%	2%	-4	-5	-10%	2
CCS(=O)(=O)n1nc(C(=O)N2CCOCC2)nc1N	-1	-0.8%	-6	.	-3%	3	6	-1%	5
Cc1cccc(NC(=S)NC2CCCC2)c1C	-5	-0.2%	4	0%	-3%	-2	-1	9%	4
CCN1C=CC2=C(C#N)C(N)C(C#N)(C#N)C(c3ccccc3C(F)(F)F)C2C1 (stereo not given)	12	2.2%	-3	-9%	3%	-6	14	-22%	34*
O=C(CCC1N=C2c3ccccc3N=C(SCc3cccc(F)c3)N2C1=O)NCc1ccc(F)cc1 (stereo not given)	19	-0.6%	-2	-4%	-6%	1	4	-3%	1
CC1CCCCC1NC(=O)COC(=O)c1c2c(nc3ccccc13)/C(=C/c1ccco1)CC2 (stereo not given)	-17	11%	-18	-17%	3%	-2	18	-9%	10

The list is partial; count on the stated rates, not on these rows.
